S1P4 antagonist: S1P4 receptor antagonists, primary screen, cell-based; Sphingosine 1-phosphate receptor 4 (Homo sapiens), O95977; S1P4-expressing cells, antagonist mode, reporter read-out; inhibition, % at 4.98 µM; actives 0.26% (n = 220,000); AID 1510, 2009; in the data active means inhibition above about 29%;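 further: 0% = wells stimulated with agonist and 100% = vehicle wells without agonist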
CHOP inh: inhibitors of CHOP promoter induction, primary screen, cell-based, unfolded protein response, luciferase reporter | AID 2732, 2010 | CHO-K1 CHOP-promoter luciferase, tunicamycin-induced, 15-18 h | actives 3.8% (n = 220,000) | inhibition, % at 10 µM;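 active means compounds that reduced the stress-induced luciferase reporter signal by more than about 70% of percent inhibition, limit read from the data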;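 further: 0% = tunicamycin plus vehicle and 100% = wells without tunicamycin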
NPY-Y2 PAM-ag: NPY-Y2 potentiators or agonists, primary screen, cell-based; actives 0.45% (n = 220,000); AID 1359, 2008; activation, % at 3.6 µM; cells expressing NPY-Y2, potentiator/agonist read-out; Neuropeptide Y receptor type 2 (Homo sapiens), P49146; in the data active means activation above about 27%;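 further: cells stimulated with NPY near EC25 plus isoproterenol at EC100; 0% = vehicle plus submaximal agonist and 100% = vehicle plus saturating agonist; some results beyond the cut were filed as inactive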
Target sequence (P49146 whole entry, looked up): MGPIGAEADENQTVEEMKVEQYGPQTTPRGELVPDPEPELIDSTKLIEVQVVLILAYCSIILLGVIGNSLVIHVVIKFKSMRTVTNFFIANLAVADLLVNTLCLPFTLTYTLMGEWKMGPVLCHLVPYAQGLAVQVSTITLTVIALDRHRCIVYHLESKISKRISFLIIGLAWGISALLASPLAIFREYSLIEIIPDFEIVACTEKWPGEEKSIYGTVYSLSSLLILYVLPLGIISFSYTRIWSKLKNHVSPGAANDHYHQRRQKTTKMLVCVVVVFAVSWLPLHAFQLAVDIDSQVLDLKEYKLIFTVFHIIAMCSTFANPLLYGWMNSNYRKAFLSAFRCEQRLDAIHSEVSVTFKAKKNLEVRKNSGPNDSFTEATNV
TRPML3 ag: human TRPML3 channel agonists, primary screen, cell-based, HEK293 TRPML3-YFP, Fluo-8 calcium fluorescence, 3 µM. 100% = the carbachol control signal. AID 1448, 2008. actives 0.29% (n = 220,000). activation, % at 3 µM. Mucolipin-3 (Homo sapiens), Q8TDD5;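 active means activation above its plate's cutoff, the mean activation of the plate's test wells plus 3 SD, cut at about 12% in these data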;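 further: 0% = DMSO only wells and 100% = carbachol wells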
Target sequence (Q8TDD5 whole entry, looked up): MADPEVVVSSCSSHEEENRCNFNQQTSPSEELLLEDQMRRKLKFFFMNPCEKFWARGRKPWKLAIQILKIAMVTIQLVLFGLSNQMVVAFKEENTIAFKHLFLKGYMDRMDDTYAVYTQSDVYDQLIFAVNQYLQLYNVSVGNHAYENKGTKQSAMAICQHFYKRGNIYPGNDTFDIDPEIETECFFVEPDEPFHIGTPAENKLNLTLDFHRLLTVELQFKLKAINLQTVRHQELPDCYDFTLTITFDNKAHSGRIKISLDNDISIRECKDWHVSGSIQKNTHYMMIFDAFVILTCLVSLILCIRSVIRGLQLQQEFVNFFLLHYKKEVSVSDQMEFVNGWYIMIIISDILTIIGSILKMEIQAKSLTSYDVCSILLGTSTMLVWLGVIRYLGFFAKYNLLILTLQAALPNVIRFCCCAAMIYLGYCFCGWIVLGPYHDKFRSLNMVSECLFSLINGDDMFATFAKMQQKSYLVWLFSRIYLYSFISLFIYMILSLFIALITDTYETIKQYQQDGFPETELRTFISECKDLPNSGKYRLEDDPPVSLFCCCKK
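Test system: TRPML3-YFP stable HEK293 cells. Doses: single point at 3 µM. Incubation: dye loading 1 h 37 °C then 30 min ambient, 125 s read. Signal: Fluo-8 calcium dye fluorescence, ex 470-495, em 515-575 nm. Measure: percent activation from peak-to-basal fluorescence ratio, scaled between DMSO and carbachol.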
S1P4 agonist: S1P4 receptor agonists, primary screen, cell-based | Sphingosine 1-phosphate receptor 4 (Homo sapiens), O95977 | actives 0.35% (n = 220,000) | S1P4-expressing cell line, agonist reporter assay | activation, % at 4.98 µM; in the data active means activation above about 11%;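 further: 0% = DMSO vehicle and 100% = reference agonist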
TRPN1 ag: zebrafish TRPN1 channel agonists, primary screen, cell-based, HEK293, calcium fluorescence. transient receptor potential cation channel N1 (TRPN1/NompC), Danio rerio. activation, % at 3 µM. HEK293 zebrafish TRPN1-YFP, Fluo-8 calcium fluorescence; 100% = response to 87 µM carbachol. actives 0.18% (n = 220,000). AID 1424, 2008;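 active means activation above its plate's cutoff, the mean activation of test wells on that plate plus 3 SD, cut at about 19% in these data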;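 further: 0% = DMSO alone and 100% = 87 µM carbachol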
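Material: zebrafish TRPN1-YFP in HEK293 cells. Doses: one dose of 3 µM, 0.3% DMSO. Incubation: dye 1 h 37 °C plus 30 min RT. Measured by: intracellular calcium fluorescence with Fluo-8.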
EP2 modulator: EP2 receptor modulators, cAMP readout, primary screen, cell-based, HTRF cAMP, PGE2 stimulation. Prostaglandin E2 receptor EP2 subtype (Homo sapiens), P43116. actives 0.83% (n = 260,000). EP2-expressing cells, cAMP HTRF FRET, PGE2 co-stimulation. induction, % at 25 µM;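 active means compounds whose cAMP rise, as percent of the full-agonist control response, exceeds 60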;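 further: rat C6 glioma line stably carrying human EP2 under a CMV promoter; the protocol text gives 20 µM as final concentration; 100% = response of wells given 1 µM PGE2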
NPY1 pot ag: NPY-Y1 receptor potentiators or agonists, primary screen, cell-based; AID 1304, 2008; NPY-Y1 expressing cells, potentiator/agonist activation; activation, % at 3.6 µM; actives 0.37% (n = 220,000); Neuropeptide Y receptor type 1 (Homo sapiens), P25929; in the data active means activation above about 33%, passing the limit was not always enough;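 further: cells stimulated with NPY at EC10 then isoproterenol at EC100; 0% = low agonist plus stimulus and 100% = saturating agonist plus stimulus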
NPY Y1 blocker: NPY-Y1 receptor antagonists, primary screen, cell-based; HEK293-CNG Y1 cells, membrane potential fluorescence; NPY at EC95, then isoproterenol; inhibition, % at 3.6 µM; actives 1% (n = 200,000); Neuropeptide Y receptor type 1 (Homo sapiens), P25929; AID 1040, 2008;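 active means inhibition above the campaign mean inhibition of all tested compounds plus 3 SD, cut at about 20% in these data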;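 further: 0% = DMSO wells given NPY plus isoproterenol and 100% = isoproterenol alone without NPY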
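Test system: HEK293 cells co-expressing NPY Y1 receptor and cyclic-nucleotide gated channel; Also added: NPY (25 nM), isoproterenol (1 µM), Ro 20-1724 (25 µM); Compound dosing: one concentration, 3.6 µM, in 0.4% DMSO; Timing: dye 3 h, compound 60 min room temperature, stimulation 45 min; Technique: Membrane-potential fluorescent dye readout.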
An asterisk follows results filed as active; · = no result given.

SMILES | S1P4 antagonist | CHOP inh | NPY-Y2 PAM-ag | TRPML3 ag | S1P4 agonist | TRPN1 ag | EP2 modulator | NPY1 pot ag | NPY Y1 blocker
CCC(C)(C)NC(=O)CN(C(=O)c1snc(C(N)=O)c1N)c1ccc2c(c1)OCO2 | 4 | -10 | 13 | -0.4 | 0.7 | -0.9 | 5 | -4 | -1
N#CCSCC(=O)Nc1ccc(Br)cc1 | -12 | -25 | 3 | 0.4 | 1.5 | -0.2 | -25 | -5 | -2
O=C(CNC(=O)c1ccc(Cl)cc1)OCC(=O)c1ccc2c(c1)OCCO2 | -19 | 20 | -20 | 0.8 | -1.4 | 1.5 | 30 | -37 | 4
O=c1[nH]c(CSc2nc(-c3ccccc3)cs2)nc2ccccc12 | -7 | 24 | -6 | -0.2 | 1.1 | -1.4 | -9 | -8 | 11
Cc1nc2ccc(NC(=O)COc3ccccc3F)cc2s1 | 3 | 10 | 2 | 0.4 | 1.7 | 1.1 | -36 | -34 | 5
CCOC(=O)C1(Cc2cccc(OC)c2)CCN(Cc2cccc(OC)c2O)CC1 | -18 | 28 | -19 | 0.5 | -0.9 | 2.8 | 8 | -13 | 2
CCO[C@@H]1OC(C(=O)NCc2nc3ccccc3[nH]2)=C[C@H](C2CC2)[C@H]1CCCO | -5 | 22 | 9 | -0.5 | -2.8 | 0.2 | 6 | 9 | -3
CC(NS(=O)(=O)c1ccc(Cl)cc1)C(=O)NCCC1=CCCCC1 (stereo not drawn) | -6 | -3 | -9 | -0.3 | -1.4 | -0.4 | -17 | -11 | -5
CCOc1c(CNCCNC(=O)c2nonc2N)cccc1OC | -6 | -6 | 9 | 0.2 | 0.4 | 0.8 | 15 | -14 | 1
C=CCN(CC=C)S(=O)(=O)c1ccc(NC(=S)NC(=O)/C=C/c2ccc(C)cc2)cc1 | -15 | -11 | -5 | 0.9 | -2.6 | -0.4 | -21 | -9 | -4
C=CCSc1nnc(-c2ccccc2NC(C)=O)c(=O)[nH]1 | -4 | 17 | 4 | 0.5 | -2.5 | 1.8 | 20 | -29 | 2
CC(=O)C1=NOC(CNc2ncc(C(F)(F)F)cc2Cl)C1 (stereo not drawn) | 11 | -23 | 0 | -0.4 | -3.0 | -0.7 | 9 | 13 | 0
O=C1NN(c2ccccc2)C(=O)/C1=C/c1cccs1 | -9 | -19 | 14 | 0.2 | 0.6 | 0.4 | 4 | -20 | 2
Cc1nnc(NC(=O)CSc2ncn(-c3ccccc3)n2)s1 | -17 | -4 | 6 | 0.0 | 1.5 | 0.2 | 4 | 16 | -3
CNC(=O)c1[nH]cnc1C(=O)N[C@@H](CCCCNC(=O)OC(C)(C)C)C(=O)OC(C)(C)C | 7 | 9 | -15 | -0.1 | -0.6 | -0.3 | -15 | -15 | 2
COc1ccc(Cl)cc1NC(=O)CSc1nnc(Cn2c(=O)sc3ccccc32)n1C | -9 | 13 | -4 | -0.1 | -0.7 | 1.7 | 5 | -12 | 3
CCc1ccc(NC(=O)COC(=O)c2ccc(Cl)c(S(=O)(=O)N3CCCCCC3)c2)cc1 | -3 | 34 | -4 | 0.4 | 1.2 | -1.2 | 15 | -13 | 0
CCCCN(C)C(=O)Cn1c(=O)oc2cc(S(=O)(=O)N3CC(C)CC(C)C3)ccc21 (stereo not drawn) | -1 | 29 | -16 | -0.5 | 1.1 | 0.9 | 8 | -15 | ·
Cc1ccccc1N1CCN(S(=O)(=O)c2ccccc2)CC1 | -20 | 3 | 7 | 65* | -0.8 | -0.6 | 21 | -9 | -2
O=C(Nc1cccc(F)c1)c1cccnc1NCCc1ccccc1 | -8 | 65 | 15 | 1.1 | 2.0 | 1.8 | -21 | -5 | -1
O=C(NC1CCCCC1)c1ccc(CNc2ccccc2)o1 | 2 | 46 | 4 | -0.6 | 1.2 | -0.5 | 8 | 19 | 0
c1ccc(-n2cnc3cc(NCc4ccccn4)ccc32)cc1 | -12 | 22 | -1 | -0.5 | -0.7 | -1.3 | -5 | 6 | -3
Cc1cc(NC(=O)c2oc3ccccc3c2C)ccc1-n1cnnn1 | 12 | · | -4 | -0.9 | 0.3 | 0.5 | 2 | -23 | 6
CC(=O)Nc1ccc(C(=O)N/N=C(\C)CC(=O)Nc2ccc(OCc3ccccc3)cc2)cc1 | -32 | 11 | -4 | 1.2 | 2.0 | 0.0 | -3 | 0 | -2
CCOc1ccc(-c2nnc(SCc3nc4ccccc4[nH]3)n2N)cc1 | -3 | 33 | -5 | -0.9 | 0.5 | -0.4 | -20 | -8 | 4
CCOC(=O)c1c2ccc(OCC(=O)NN)cc2n2ccccc12 | -24 | 33 | -5 | -0.4 | 2.9 | -0.1 | -49 | 7 | 6
CCOC(=O)CNC(=O)CSc1ncnc2c1cnn2-c1ccccc1 | -22 | 2 | 5 | 1.1 | -0.9 | 0.6 | -3 | 16 | -3
O=S(=O)(NC1c2cccc3cccc(c23)C1N1CCNCC1)c1ccc(Cl)cc1 (stereo not drawn) | 6 | 0 | -7 | 1.8 | -0.7 | 2.0 | -20 | -33 | 15
CC1(C(=O)O)COC(c2ccc(Cl)cc2)OC1 (stereo not drawn) | 2 | 16 | -12 | 0.7 | 0.8 | 1.4 | -3 | -7 | ·
CCC(Cc1ccccc1)NC(=O)CCn1cccc1 (stereo not drawn) | -5 | 22 | 7 | 0.7 | -2.3 | -0.2 | -14 | -9 | -1
Cc1ccc(S(=O)(=O)N(C)C)cc1NC(=S)NCCc1ccccn1 | -10 | 21 | -5 | 0.4 | -2.2 | 1.0 | -30 | 6 | 0
Cn1cc2ccc(N)cc2n1 | -17 | 1 | 5 | 1.4 | 3.9 | 2.8 | 21 | 16 | 1
Cc1ccc(N(C)C(=O)N2CCN(S(=O)(=O)c3ccc(C)c(C)c3)CC2)cc1 | 5 | 73* | -6 | -0.1 | -4.3 | -2.2 | 40 | -33 | -1
O=S(=O)(c1ccc(OCC(O)CNCc2ccco2)c(Cl)c1)N1CCOCC1 (stereo not drawn) | -15 | 13 | 6 | 0.1 | -1.7 | 1.2 | -14 | -9 | 0
COc1ccc([N+](=O)[O-])cc1NC(=O)C1(c2ccccc2)CCOCC1 | -6 | 17 | -1 | 0.0 | -1.0 | -0.6 | 18 | 11 | 1
O=C(NCc1ccccc1Cl)c1ccc[nH]1 | 2 | -7 | -2 | 0.6 | 2.3 | -0.8 | 20 | -7 | 2
CC(C)CCNC(=O)COC(=O)c1ccc(Br)o1 | -11 | -17 | 5 | 0.6 | -4.2 | -0.3 | -5 | -1 | 3
C#Cc1ccc([C@@H]2C=C(C(=O)N3CCN(Cc4ccccc4)CC3)O[C@H](OCCCCO)C2)cc1 | 5 | 30 | 1 | 0.3 | 1.4 | 0.8 | -30 | -10 | -3
Cc1ccc(C(=O)NCc2ccccc2)cc1Br | 9 | -12 | 13 | -1.0 | 3.1 | -1.8 | 33 | -27 | -1
O=[N+]([O-])c1ccc(Cl)c(/C=N/NC(=S)Nc2ccccc2)c1 | -7 | -53 | -5 | 0.7 | 0.5 | 0.1 | 37 | -6 | 0
O=C(NCc1ccccc1)c1ccc2c(=O)[nH]c3c(C(=O)NCC4CCCO4)sc(=S)n3c2c1 (stereo not drawn) | 2 | 7 | 16 | 0.3 | -1.5 | -0.3 | -3 | 16 | 5
O=C(Nc1ccc(N=Nc2ccccc2)cc1)c1ccccc1Cl | -12 | 46 | 1 | 1.2 | 1.6 | 0.3 | 2 | 4 | -2
CC1(C)CCN(Cc2ccccc2)C1CC#N (stereo not drawn) | -42 | 10 | 4 | 0.2 | -0.8 | -0.8 | 8 | 11 | 4
COc1ccc(-c2noc(C3CCCN(C(=O)c4ccc(C)cc4)C3)n2)cc1 (stereo not drawn) | 9 | 23 | -9 | 0.1 | 0.1 | 0.9 | -33 | -7 | ·
CC(=O)c1c(C)oc2ccc(N(C(C)=O)S(=O)(=O)c3cccc4cccnc34)cc12 | -11 | 38 | 10 | 1.4 | 0.4 | 6.8 | -46 | 0 | ·
O=C(CC(NS(=O)(=O)c1ccc(Cl)cc1)c1ccco1)N1CCc2ccccc21 (stereo not drawn) | -16 | 23 | -8 | 0.8 | -0.6 | -0.7 | 20 | -5 | -1
Cn1c(/C=N/c2nc3ccccc3[nH]2)nc2ccccc21 | -10 | -4 | -11 | 1.3 | 0.1 | -0.6 | 2 | -20 | -4
CCCCCCCCCC(=O)N1c2ccccc2NC(=O)C1CC(=O)Nc1ccc(C(=O)O)cc1 (stereo not drawn) | 14 | -7 | 5 | -0.2 | 1.2 | 0.2 | 9 | 20 | ·
CCOc1ccc(Oc2nc(C)cc(OC)n2)nn1 | 10 | 5 | 7 | 0.5 | -0.8 | 0.1 | 27 | -13 | 2
CCCCn1c(SCC(=O)c2ccc3c(c2)OCCO3)nnc1-c1ccco1 | -17 | -9 | 10 | -0.3 | 4.3 | -0.8 | -1 | -9 | 7
COc1ccc(C(C)NC(=O)c2ccc([N+](=O)[O-])cc2)cc1OC (stereo not drawn) | -11 | 20 | 1 | 0.8 | 1.3 | -0.9 | -6 | 31 | -2
COCC(C)NC(=O)CSc1nc2ccccc2n1CCc1ccccc1 (stereo not drawn) | -14 | 17 | 14 | -1.1 | -1.3 | 0.8 | 6 | 3 | 0
COc1cc(-c2cc(C(=O)O)c3cc4c(cc3n2)OCCO4)cc(OC)c1OC | 10 | 4 | -5 | 1.3 | -1.1 | 0.7 | 6 | -15 | 0
CCOC(=O)c1nnn(-c2nonc2N)c1CNc1ccccc1 | -9 | 18 | 2 | 0.3 | 0.9 | -0.4 | -3 | -19 | 3

Assay outcomes deposited in PubChem by several laboratories.
